Screening data: PubChem, National Center for Advancing Translational Sciences (NCATS)
Integrin act MD – integrin-mediated muscular dystrophy alleviation activation; alpha7betagal myoblasts, beta-gal FDG fluorescence, 48 h; Potency, µM (highest dose often 38.3 µM), without a hit: at the top dose activation, actives largely listed as activators; AID 624291; actives 0.064% (n = 350,000);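 also: potency is read from the fitted curve at half-maximal effect; 100% = response of the positive control SU9516; nearly all actives have a fitted effect of over 60% in size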
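alpha7betagal+/- myoblasts (passage 13, 250/well) treated 48 h at 37C with compounds at 1:260 dilution of DMSO stock. Lysed, then beta-galactosidase activity read as FDG fluorescence (ex 480/em 540) after 30 min, with pre-read for autofluorescence.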
MBNL1 CUG block – MBNL1-poly(CUG) RNA binding inhibition | Q9NR56 | TR-FRET MBNL1-His/biotin-(CUG)12 binding, 665/545 ratio | Potency, µM (series often up to 57.5 µM), without a hit: top-dose activity change, negative = inhibition, actives largely listed as inhibitors | actives 0.036% (n = 280,000) | AID 2675; active = well fitted inhibition curve with a large enough effect in the signal ratio, with a control signal flat, not every such curve was filed as active; inconclusive = small, poorly fitted or top-dose-only effect, or effect the other way, or a change in a side signal; inactive = no such curve, though single readings can be large or run the other way; the % refers to the signal ratio; also: potency is read from the fitted curve at half-maximal effect; % is scaled to controls: 0 for no effect and ±100 for the full control effect
Target sequence (Q9NR56 whole entry, looked up): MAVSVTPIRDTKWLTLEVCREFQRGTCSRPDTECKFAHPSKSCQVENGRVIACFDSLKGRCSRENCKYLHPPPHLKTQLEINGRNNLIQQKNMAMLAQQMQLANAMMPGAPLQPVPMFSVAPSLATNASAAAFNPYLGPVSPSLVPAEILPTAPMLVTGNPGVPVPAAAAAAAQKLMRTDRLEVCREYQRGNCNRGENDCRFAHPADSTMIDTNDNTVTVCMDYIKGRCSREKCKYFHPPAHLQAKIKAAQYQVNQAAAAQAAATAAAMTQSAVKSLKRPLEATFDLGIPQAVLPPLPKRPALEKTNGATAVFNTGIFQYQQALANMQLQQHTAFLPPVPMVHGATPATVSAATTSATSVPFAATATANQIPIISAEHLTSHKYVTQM
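Inhibition of protein-RNA binding appears as loss of TR-FRET between terbium anti-His antibody on MBNL1-His and streptavidin-XL665 on biotin-(CUG)12. Activity is normalized to buffer-only and uninhibited-complex controls.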
MLL CXXC-DNA inh – inhibitors of human MLL CXXC domain-DNA interaction; Q03164; MLL-CXXC / FITC-HOXA9 DNA fluorescence polarization; Potency, µM (titrated, usually from 115 µM), inactives show at the highest dose activity change, negative = inhibition, most hits filed as inhibitors; actives 0.037% (n = 290,000); AID 2662; active = well fitted inhibition curve with a large enough effect in the polarisation, with a control signal flat, not every such curve was filed as active; inconclusive = small, poorly fitted or top-dose-only effect, or effect the other way, or a change in a side signal; inactive = no such curve, though single readings can be large or run the other way; the % refers to the polarisation; also: potency is read from the fitted curve at half-maximal effect
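Purified MLL-CXXC (added from a 7 uM solution) was preincubated 5 min at ambient with pinned compounds in 50 mM Tris-HCl pH 7.5, 50 mM NaCl, 1 mM DTT, 0.05% BSA. Fluorescein-labeled HOX-A9 DNA (50 nM solution) followed, 30 min, then polarization read.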
TSHR antag – human thyrotropin receptor antagonism; P16473; actives 0.2% (n = 330,000); TSHR-expressing cells, TSH-stimulated cAMP HTRF, 2 h; active compounds read low; activity change, negative = inhibition, % at 11.5 µM; AID 504810;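 active = activity change below a set negative limit, meaning inhibition stronger than a set level, cut at about -70% in these data; inconclusive = activity change between two set negative limits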; also: % is scaled to controls: 0 for no effect and ±100 for the full control effect
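TSHR-expressing cells, 200/well, pre-treated with compound, then stimulated with EC80 TSH (4nM final) for 2 hours at 37 deg C. cAMP measured by competitive HTRF: anti-cAMP cryptate antibody in lysis buffer plus cAMP-d2, read after 30 minutes at room temperature.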
TSG101-PTAP inh – blocks PTAP/TSG101 interaction to inhibit HIV-1 budding | Q99816 | Fluorescence polarization, FITC-PTAP peptide / Tsg101 binding | Potency, µM (doses to about 115 µM), for the others: at the top dose activity change, negative = inhibition, usual class: inhibitors | 340,000 tested, under 10 active; active = well fitted inhibition curve with a large enough effect in the main read-out, with a control signal flat, not every such curve was filed as active; inconclusive = small, poorly fitted or top-dose-only effect, or effect the other way, or a change in a side signal; inactive = no such curve, though single readings can be large or run the other way; also: potency is read from the fitted curve at half-maximal effect; % of control where 0% means no effect
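Fluorescence polarization binding of Tsg101 binding domain (10 uM final) to FITC-labeled PTAP peptide (50 nM final) in HEPES pH 7.5 buffer with NaCl, Tween 20, EDTA, TCEP. Compounds added before peptide; binding 20 min at RT.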
ASM inhibitor – inhibitors of human secretory acid sphingomyelinase; actives 0.006% (n = 340,000); AID 504937; P17405; Potency, µM (highest dose often 57.5 µM), without a hit: at the top dose activity change, negative = inhibition, most hits filed as inhibitors; placental ASM, HMU-PC fluorogenic substrate, 60 min; also: potency is read from the fitted curve at half-maximal effect
Target sequence (P17405 47-631 limits assumed): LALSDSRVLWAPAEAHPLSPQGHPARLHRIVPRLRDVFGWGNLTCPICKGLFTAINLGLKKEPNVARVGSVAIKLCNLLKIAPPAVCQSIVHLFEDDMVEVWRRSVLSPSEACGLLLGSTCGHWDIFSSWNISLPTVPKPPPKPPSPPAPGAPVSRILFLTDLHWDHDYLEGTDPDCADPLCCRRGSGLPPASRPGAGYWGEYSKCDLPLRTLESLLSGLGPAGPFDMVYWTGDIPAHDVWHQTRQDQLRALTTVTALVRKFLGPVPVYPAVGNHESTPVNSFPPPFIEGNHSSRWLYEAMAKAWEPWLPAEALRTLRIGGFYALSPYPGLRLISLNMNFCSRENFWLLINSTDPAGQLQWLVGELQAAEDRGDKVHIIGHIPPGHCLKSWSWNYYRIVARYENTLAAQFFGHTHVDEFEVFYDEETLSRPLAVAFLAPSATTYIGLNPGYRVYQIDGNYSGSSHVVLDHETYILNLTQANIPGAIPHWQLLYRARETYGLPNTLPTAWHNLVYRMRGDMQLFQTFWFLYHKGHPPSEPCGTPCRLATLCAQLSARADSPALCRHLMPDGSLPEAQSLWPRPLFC
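HMU-PC0 cleavage (9 uM final) by human placental ASM, 60 min at 37 °C following 10 min compound exposure at RT; stopped at pH 10, fluorescence Ex 386/Em 447 nm.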
AT treatment – candidate therapy for ataxia-telangiectasia; […] A-T fibroblasts, KAP-1 phosphorylation AlphaLISA; neocarzinostatin DNA damage 30 min before lysis; Potency, µM (titrated, usually from 57.5 µM), for inactives: at the top dose activation, most hits filed as activators; actives 0.19% (n = 320,000); also: potency is read from the fitted curve at half-maximal effect; % of control where 0% means no effect; nearly all actives have a fitted effect of over 45% in size
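hTERT-immortalized A-T patient fibroblasts ([…]), 500 cells/well in OPTI-MEM, 1% FBS, got compounds for 60 min, then NCS for 30 min at 37C. Lysates were then assayed for phospho-KAP-1 by AlphaLISA (anti-pKAP1 donor, anti-KAP1 acceptor beads), 6 hr at 25C.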
Mito fusion act – blocks mitochondrial division or promotes mitochondrial fusion | S. cerevisiae fusion-defective mutant growth rescue, CellTiterGlo 48 h | actives 0.23% (n = 320,000) | AID 485298 | Potency, µM (titrated, usually from 46.1 µM), without a hit: at the highest dose growth rescue (activation), actives largely listed as activators;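 also: potency is read from the fitted curve at half-maximal effect; % of control where 0% means no effect; nearly all actives have a fitted effect of over 45% in size; temperature-sensitive fusion mutants such as fzo1-1 at 37 °C on non-fermentable ethanol glycerol medium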
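Yeast fusion mutant, YPEG (non-fermentable carbon), compound, 48 h at 37C non-permissive; CellTiterGlo added, 10 min RT, luminescence read. Rescued growth = division inhibition.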
Menin-MLL TR inh – inhibitors of human menin-MLL interaction, mutant MLL peptide. Menin + Texas Red MLL mutant peptide, fluorescence polarization. Potency, µM (titrated, usually from 61.6 µM), inactives show top-dose FP activity change, negative = inhibition, usual class: inhibitors. actives 0.23% (n = 270,000). O00255; active = well fitted inhibition curve with a large enough effect in the polarisation, with a control signal flat, not every such curve was filed as active; inconclusive = small, poorly fitted or top-dose-only effect, or effect the other way, or a change in a side signal; inactive = no such curve, though single readings can be large or run the other way; the % refers to the polarisation; also: potency is read from the fitted curve at half-maximal effect; % of control where 0% means no effect; many of its hits are not listed in these tables
TCR activator – activators of T cell receptors | primary human leukocytes, anti-CD3, IL-2 HTRF, 48 h | Potency, µM (series often up to 9.22 µM), inactives show at the highest dose activation of IL-2 secretion, most hits filed as activators | 330,000 tested, under 10 active | AID 504894; also: % of control where 0% means no effect
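HTRF read-out of IL-2 secretion: europium cryptate donor excited at 320nm, d2 acceptor emission at 665nm. Cells were primary human leukocytes incubated 48 hr with compounds and a-CD3 beads, supplying TCR signal only.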
The depositor's hits bear a star; ? = inconclusive; nt = not tested or not shown; & = joins results of further samples; [ ] = another dose, or the depositor's remark. Unless noted, calls follow the shape of the dose curve; as a rule, active = well fitted curve in the direction sought with a large enough effect; inconclusive = small, poorly fitted or top-dose-only effect, or another doubt; inactive = no such curve, though single readings can be large; an effect the other way counts as inactive or inconclusive.

SMILES	Integrin act MD	MBNL1 CUG block	MLL CXXC-DNA inh	TSHR antag	TSG101-PTAP inh	ASM inhibitor	AT treatment	Mito fusion act	Menin-MLL TR inh	TCR activator
COC(=O)c1ccc(NC(=O)c2ccc3c(c2)C(=O)N(Cc2cccnc2)C3=O)cc1	24%	?	21%	-19	2%	-10%	13%	-1%	nt	0%
O=c1c2sccc2[nH]c(=S)n1-c1ccccc1	11%	5%	-2%	5	-2%	-3%	-4%	4%	nt	2%
COC(=O)c1sc(-c2ccc(C(C)(C)C)cc2)cc1NC(=O)CCC(=O)O	14%	?	12%	-35	0%	26%	-9%	5%	nt	1%
CC(C)(C)C(=O)Cn1ncc(N2CCCC2)c(Br)c1=O	-20%	4%	9%	3	-2%	-1%	-10%	2%	-3%	1%
C=CCNC(=O)CSc1nnc(-c2ccccc2Cl)n1-c1c(C)n(C)n(-c2ccccc2)c1=O	-10%[7.66 µM]	0%	8%	-1	-12%	3%	-3%	0%	nt	8%
COc1ccc(-n2ccnc(SCC(=O)NCc3ccccc3Cl)c2=O)cc1	20%	?	-3%	4	-4%	41%[activator]	10%	-22%	5%	5%
COc1cc(C(=O)N/N=C/c2ccc(OC(=O)c3ccccc3)c(OC)c2)ccc1O	-25%	4%	46%[activator]	-15	0%	-21%	-5%	-1%	?	-1%
O=C(Nc1c(-c2cccs2)nc2ccccn12)c1ccccc1F	-3%	-2%	-1%	12	-2%	-1%	-1%	?	-4%	1%
CCN1/C(=C\C(C)=O)Sc2ccc(OC)cc21	8%	1%	1%	-13	-5%	1%	-3%	-15%	5%	4%
CCCCCCCCCOC(=O)C(CC(=O)O)N1CCOCC1 (stereo not drawn)	-42%	-10%	0%	-4	0%	-2%	-4%	-18%	13%	2%
COc1ccc(OC)c(NC(=O)CCN2CCCCCC2)c1	23%	3%	7%	5	-6%	5%	3%	-2%	-14%	1%[46.1 µM]
COC(=O)C1(C(=O)OC)C(C(=O)c2ccccc2)C1c1ccccc1 (stereo not drawn)	16%	nt	nt	nt	-2%	4%	nt	nt	nt	6%
COC(=O)[C@@]12CCCCN1[C@H](c1ccc(SC3CCCCC3)cc1)[C@@H]1C(=O)N(C)C(=O)[C@@H]12	-4%	nt	nt	1	nt	?	-3%	-5%	nt	4%
C/C(=N/NC(=O)CNS(=O)(=O)c1ccc(C)cc1)c1cccc([N+](=O)[O-])c1	-8%	8%	-11%	-3	-3%	-2%	-2%	-3%	0%	5%
Cc1ccccc1SCC(=O)OCC(=O)NCCNC(=O)COC(=O)CSc1ccccc1C	-17%	nt	nt	0	1%	-3%	6%	-4%	nt	3%
Cc1ccc(NC(=O)c2cc(N3C(=O)CCC3=O)ccc2N2CCOCC2)cc1	-398%[inhibitor]	-12%	19%	6	0%	-3%	5%	-10%	3%	3%
Cc1c(Br)c([N+](=O)[O-])nn1CC(=O)c1ccccc1	6%	4%	-23%	1	0%	0%	2%	-3%	9%	-2%
CCCOc1cccc(C2/C(=C(\O)c3ccc4c(c3)OCCO4)C(=O)C(=O)N2CCCn2ccnc2)c1 (stereo not drawn)	42%	8%	3%	6	0%	3%	-10%	2%	nt	-2%
Cc1ccc2[nH]c3c(N4CCc5ccccc5C4)ncnc3c2c1	-44%[inhibitor]	1%	35%[activator]	?	0%	-1%	-5%	-6%	44%[activator]	1%
O=C(NCCCOC(=O)c1ccccc1)c1ccccc1	-6%	nt	nt	nt	-3%	1%	nt	nt	nt	-11%
CCOC(=O)COc1ccc(N)cc1CC(NC(C)=O)(C(=O)OCC)C(=O)OCC	37%	-10%	1%	2	-9%	7%	9%	-2%	0%	-1%
Cc1oc2nc(SCC(=O)NCc3cccnc3)nc(N)c2c1C	4%	-11%	-4%	0	1%	1%	1%	0%	-9%	-1%
CC(=O)C1=C(C)OC(N)=C(C#N)C1c1cccc2ccccc12 (stereo not drawn)	-5%	1%	1%	-1	-4%	7%	-17%	-3%	nt	-3%
Cc1ccc2cccc(OCC(=O)N3CC(C)CC(C)C3)c2n1 (stereo not drawn)	-14%	1%	0%	-9	-1%	2%	8%	6%	-25%	-6%
O=C(COC(=O)c1ccccc1Cl)NC1CCCCCCC1	-14%	nt	nt	-15	0%	0%	8%	14%	nt	-23%
COc1cccc(-c2ccc(C#N)c(OC(=O)c3c(Cl)cccc3Cl)n2)c1	-58%[inhibitor]	3%	-7%	-12	1%	-2%	7%	2%	-10%	2%
Cc1ccc2c(CC(=O)NNC(=O)c3ccccc3)coc2c1	-6%	-5%	0%	9	-3%	-7%	-2%	-6%	4%	4%[46.1 µM]
C/C(CC(=O)NC1CCCCC1)=N\NC(=O)c1ccccc1C	6%	3%	21%	2	-1%	0%	7%	-7%	-4%	1%
CN(C)CCNC(=O)Cn1ccc2cc(S(=O)(=O)N3CCCCCC3)ccc21	?	2%	7%	1	-4%	5%	0%	-4%	2%	-1%
O=c1[nH]c(N2CCCCCC2)nc2ncn(Cc3ccccc3)c12	-3%	-4%	-2%	2	-3%	-1%	-1%	2%	nt	-7%
COC(=O)c1cc(NC(=O)CC2NC3CCCCC3NC2=O)cc(C(=O)OC)c1 (stereo not drawn)	-9%[7.66 µM]	0%	-4%	14	-7%	0%	4%	-2%	-40%	1%
O=C(CCN1C(=O)C2CC=CCC2C1=O)N1CCN(c2ccccn2)CC1 (stereo not drawn)	-11%	-8%	-10%	12	1%	1%	-10%	-1%	nt	0%
CC(C)[C@H](NC(=O)c1ccccc1Cl)C(=O)OCc1cc(=O)n2cc(Br)ccc2n1	2%	?	5%	3	-2%	7%	3%	-25%	-18%	0%
O=C(COC(=O)c1cnccn1)Nc1ncc(Cl)cc1Cl	-10%	nt	nt	-10	-11%	3%	-1%	-2%	nt	-4%
CN1CCCC(CN2c3ccccc3Sc3ccccc32)C1 (stereo not drawn)	nt	-3%	22%&0%	1	-1%	-2%	-14%	-17%	-7%&0%	-7%
CCC(=O)N(C1=C(NC(C)C)C(=O)c2ccccc2C1=O)C(C)C	?	?	10%	14	0%	-5%	?	-17%	-1%	0%
COc1ccc(-c2cc(C#N)nc(NN)n2)cc1	23%	nt	18%	6	-1%	0%	10%	-1%	nt	-8%
COc1ccc(/C=C2\NC(=O)C(C=NCc3ccccc3)=C2O)cc1	2%	nt	1%	-8	-1%	-2%	nt	0%	22%	0%[46.1 µM]
CCOC(=O)C1CCCN(C(=O)CC(C)c2ccccc2)C1 (stereo not drawn)	-2%	4%	2%	-18	-4%	3%	14%	10%	0%	2%
Cc1nc(SCC(=O)NCCc2ccccc2)c2c(=O)n(C)c(=O)n(C)c2n1	2%	-2%	-1%	-8	0%	-3%	-1%	1%	6%	2%
COc1cc(OC)c2c(-c3ccccc3)cc(=O)oc2c1C(CC(=O)N1CCN(c2ccccc2)CC1)c1ccc2c(c1)OCO2 (stereo not drawn)	nt	18%	4%	-8	nt	nt	-10%	10%	nt	nt
CNC(=S)NCCCc1ccccc1	?	-5%	-6%	13	1%	0%	-11%	-1%	0%	-7%
Cc1cc(C(=O)N/N=C/c2cccc(Cl)c2Cl)no1	-19%	?	1%	1	-3%	1%	7%	-8%	-9%	-5%
COC(=O)/C=C/c1ccc(-n2ccnc2)cc1	13%	?	-10%	19	-3%	-1%	3%	-2%	8%	-4%
O=C(CCc1ccccc1)Nc1ncc2c(n1)CCCC2=O	-5%	-1%	-4%	12	-5%	-2%	3%	-1%	0%	-2%
Cc1ccc(CN2CCC(N3CC(C)OC(C)C3)CC2)cc1 (stereo not drawn)	-49%[inhibitor]	1%	-1%	6	0%	0%	6%	20%	6%	-2%
CN1CCN(c2ncccc2S(=O)(=O)N2CCCCC2)CC1	3%	?	3%	3	-4%	4%	nt	-3%	12%	3%[46.1 µM]
CN(C)C(=O)C[n+]1ccc(/C=N/O)cc1	9%	?	-4%	29	-1%	1%	-3%	0%	0%	2%[46.1 µM]
CCc1cccc(CC)c1NC(=O)C1CC(=O)N(c2ccc3c(c2)OCCO3)C1 (stereo not drawn)	-2%	0%	2%	-10	-1%	4%	-1%	-3%	-2%	-3%
CCCNC(=O)C(=O)NCC1CCCN1CC (stereo not drawn)	8%	0%	5%	2	0%	3%	5%	-5%	1%	5%
Cc1ccc(NC(=O)COc2ccc(Br)cc2C)cc1	7%	11%	10%	3	-2%	0%	-5%	-9%	13%	-2%[46.1 µM]

This is a subset (hit frequency here may not be typical).
